GlmU inhibition: inhibition of mycobacterial GlmU enzyme – biochemical, glucosamine-1-phosphate acetyltransferase (AID 1376); M. tuberculosis GlmU acetyltransferase enzyme assay; higher % means a stronger effect; inhibition, %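 (tested at 30 µM in the primary screen)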; hits with a dose series show IC50 in µM; 220,000 compounds, 0.25% hits; in the data active = inhibition above about 13%;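 note: 0% = complete reaction with vehicle and 100% = reaction without substrate; strong numbers were not always called active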
Mtb RmlCD inh: M. tuberculosis RmlC/RmlD coupled enzyme inhibitors, primary screen, biochemical, compound mixtures, 384-well, from 1536-well plates. dTDP-4-dehydrorhamnose reductase (Mycobacterium tuberculosis (strain ATCC 25618 / H37Rv)) …. RmlC+RmlD coupled enzyme assay, percent inhibition; primary screen in compound mixtures. inhibition, % at 3.6 µM. 160,000 compounds, 0.03% hits. AID 1533, 2009; in the data active = inhibition mostly above about 34%, no sharp cut-off; note: some results filed as inactive read as strong as hits
Target sequence (P9WH09 whole entry, looked up): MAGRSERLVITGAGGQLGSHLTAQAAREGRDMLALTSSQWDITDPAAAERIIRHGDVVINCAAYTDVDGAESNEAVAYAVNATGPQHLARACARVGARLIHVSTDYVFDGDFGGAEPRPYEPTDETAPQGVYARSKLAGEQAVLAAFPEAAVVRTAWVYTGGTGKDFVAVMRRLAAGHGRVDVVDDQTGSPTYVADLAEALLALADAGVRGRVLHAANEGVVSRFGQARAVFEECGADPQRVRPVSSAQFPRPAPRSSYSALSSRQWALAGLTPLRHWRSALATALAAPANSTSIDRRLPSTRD
Target sequence (P9WH11 whole entry, looked up): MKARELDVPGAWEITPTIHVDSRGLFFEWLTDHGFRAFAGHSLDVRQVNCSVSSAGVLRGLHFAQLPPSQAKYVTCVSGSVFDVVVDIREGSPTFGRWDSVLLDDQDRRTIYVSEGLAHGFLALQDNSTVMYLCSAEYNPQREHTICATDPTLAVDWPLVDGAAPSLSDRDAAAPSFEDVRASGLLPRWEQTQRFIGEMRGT
Active calls of the source: *; . = not tested or not shown. These rows are one share of the data; the hit share may differ from the screen's.

Fields: GlmU inhibition	Mtb RmlCD inh
> CSc1nc2ccc(NC(=O)c3ccco3)cc2s1
    -4.8%	39
> Cc1ccn2c(Nc3ccccc3)c(-c3ccccn3)nc2c1
    -12%	9
> FC(F)(F)c1cc(-c2ccco2)nc2ncnn12
    2.7%	-11
> Cc1ccc(CCNC(=O)C2CCCN2S(=O)(=O)c2ccc3c(c2)CCC(=O)N3)cc1 (stereo not given)
    -2.5%	-9
> COc1cccc(C(=O)C2CCCN(C(=O)c3cccc(C#CC(C)(C)O)c3)C2)c1 (stereo not given)
    -3.1%	-4
> COc1ccc(C(=O)Nc2c(C)csc2C(=O)O)cc1
    -1.4%	-7
> Cc1ccc(CN(CC(=O)N/N=C/c2ccco2)S(=O)(=O)c2ccc(C)cc2)cc1
    -4.0%	-7
> COCCn1c(SCc2cccnc2)nnc1-c1c[nH]c2ccccc12
    -2.3%	-8
> COc1ccc(Br)cc1CN1CCCC(C(=O)N2CCCCC2)C1 (stereo not given)
    0.5%	-6
> CCC(=O)N1CN(S(=O)(=O)c2ccc(C)cc2)CC1C (stereo not given)
    1.0%	-4
> Cn1cc(Cl)c(C(=O)Nc2cccc(Cl)c2Cl)n1
    6.2%	.
> O=C1OC(c2ccccc2)=N/C1=C/c1cccc(OC(=O)c2cccs2)c1
    4.1%	.
> O=C(CCCN=C1NS(=O)(=O)c2ccccc21)OCC(=O)N1CCc2ccccc21
    -0.2%	.
> COc1cccc(NC(=S)NCCCN2CCOCC2)c1
    2.7%	.
> COc1ccccc1-c1cc(C(F)(F)F)nc(N2CCOCC2)n1
    -2.6%	9
> Cc1ccc(C)n1-c1cccc(N)c1
    -5.6%	.
> Cc1ccc(-n2c(-c3cccs3)nc3ccccc3c2=O)cc1
    .	-9
> COc1cc(/C=C2\C(=O)N(c3ccc(NC(C)=O)cc3)N=C2c2ccccc2)ccc1O
    2.3%	9
> COc1ccccc1NC(=O)NCCCN1CCN(c2cccc(Cl)c2)CC1
    0.5%	.
> CCc1cccc(C)c1NC(=O)COn1nnc2ccc(C(F)(F)F)cc21
    7.1%	.
> CCOC(=O)N1CCC(Nc2c(NCCN3CCN(c4ccccc4F)CC3)c(=O)c2=O)CC1
    1.6%	.
> Cc1ccc(O)c(NC(=O)CSc2ccc(Cl)cc2)c1
    1.6%	-12
> Nc1ncccc1OCc1ccc(Cl)c(Cl)c1
    -2.0%	-3
> O=C(COc1ccc(Br)cc1)N/N=C1/SCC(=O)N1Cc1ccccc1
    -0.9%	6
> CCOc1ccc(-c2c(C#N)c(N)nc3c2c(=O)n(C)c(=O)n3C)cc1OC
    -2.1%	2
> CCN(CC)C(=O)C1CCCN(Cc2sccc2C)C1 (stereo not given)
    -5.3%	3
> O=C(CN1C(=O)c2ccccc2S1(=O)=O)c1ccc(F)cc1
    -1.0%	-10
> NC(=S)NNC(=O)c1cc(C(F)(F)F)cc(C(F)(F)F)c1
    4.8%	31
> COC(=O)c1ccccc1NC(=O)c1ccc2c(c1)OCCO2
    -3.2%	9
> COc1ccc(Cl)cc1NC(=O)Nc1cn(C)nc1C
    -7.0%	1
> NC(=O)CSc1ccc(F)cc1
    -0.8%	34
> CCCNC(=O)c1cn(CC)c2cc(N3CCN(C)CC3)c(F)cc2c1=O
    -3.2%	13
> CCCOc1ccc(C(=O)N2CCN(c3ccc(N)cc3Cl)CC2)cc1
    -2.9%	.
> Cc1ccc(/C=C2/C(=O)c3ccc(C(=O)O)cc3C2=O)o1
    174µM*	-5
> Cc1ccc(S(=O)(=O)N2CCC(=O)N(CCOCc3ccc(F)cc3)CC2)cc1
    5.2%	.
> CCOc1ccc(S(=O)(=O)N(CC(=O)N2CCc3ccccc32)Cc2ccco2)cc1
    0.8%	.
> CCOC(=O)c1cnn(-c2ncnc3c2cnn3C)c1N
    -3.0%	26
> COc1cc(NC(=S)NCCCO)c(OC)cc1Cl
    0.5%	-12
> CCCNC(=O)N1CCN(S(=O)(=O)c2ccc(C)c(C)c2)CC1
    4.9%	.
> O=C(CONS(=O)(=O)c1ccc(Cl)cc1)NCCNc1ncc(C(F)(F)F)cc1Cl
    0.9%	8
> Fc1ccc(CNC(=S)NC2CCCCC2)cc1
    0.5%	.
> COc1ccc2c(c1)oc(=O)c1ccccc12
    -2.7%	10
> CCOC(=O)/C=C/c1ccc2c(c1)S(=O)(=O)N(c1cccc(OC)c1)[C@H]2CC(=O)OCC
    3.3%	.
> CCCn1nnc(NC(=O)c2ccc([N+](=O)[O-])cc2Cl)n1
    2.9%	.
> CN(c1ccccc1)S(=O)(=O)c1cccc(C(=O)Nc2ncn[nH]2)c1
    4.3%	-13
> O=C(CSc1nnc(-c2ccccc2)n1Cc1ccccc1)NNC(=O)c1ccccc1O
    9.1%	-10
> Cc1cc2nc(CCN(Cc3cccnc3)C(=S)Nc3ccccc3)[nH]c2cc1C
    -1.9%	6
> COCCNC(=O)COC(=O)c1ccc(S(=O)(=O)N2CCOCC2)cc1
    0.5%	0
> Cc1ccc2oc(-c3cc(NC(=O)c4ncn[nH]4)ccc3O)nc2c1
    2.2%	2
> CCOC(=O)c1[nH]c(C)c(/C(O)=C2\C(=O)C(=O)N(CCCN(CC)CC)C2c2cccnc2)c1C (stereo not given)
    1.7%	.
> Cc1cc(C)nc(-n2ncc3c2CC(c2ccc(F)cc2)CC3=O)n1 (stereo not given)
    -1.1%	.
> CCc1ccc(C(=O)COC(=O)c2cnc(C)cn2)cc1
    0.6%	.
> CC1(C)CC(=O)C(C=NCCN2CCN(CCc3ccccc3)CC2)=C(O)C1
    1.7%	-10
> Cc1ccc(C(=O)NC2=NCCS2)cc1
    -1.2%	.
> CSc1ncccc1C(=O)Nc1ccc(OC(F)(F)F)cc1
    -2.4%	.
> CCS(=O)(=O)c1ccc(O)c(NC(=O)COc2ccccc2)c1
    .	-1
> COc1ccc(N=C2CCS(=O)(=O)c3sccc32)cc1
    7.7%	-14
> O=C(O)CC1(CC(=O)NCc2ccc(-c3cccs3)cc2)CCCCC1
    -0.8%	15
> CCC1(C(=O)O)NC(c2cccc(OC)c2O)C2C(=O)N(c3ccccc3)C(=O)C21 (stereo not given)
    -3.2%	-8
> COC(=O)Cn1c(CN2CCc3ccccc3C2)nc2c1c(=O)n(C)c(=O)n2C
    -2.7%	5

New compounds follow
Fields: GlmU inhibition	Mtb RmlCD inh
> COC(=O)CSc1nc2ncccc2[nH]1
    4.1%	3
> Cc1ccc(-c2nc3c(c(=O)[nH]c(=O)n3Cc3ccccc3)n2C)o1
    8.8%	0
> Cc1ccc(C(=O)NC(NC(=S)Nc2ccc(S(N)(=O)=O)cc2)C(Cl)(Cl)Cl)cc1 (stereo not given)
    -13%	33
> CC1(C)OC(=O)C(=CNc2ccc(F)cc2)C(=O)O1
    1.7%	.
> COC(=O)C1CCN(C(=O)c2cc3ccccc3oc2=O)CC1
    4.5%	-6
> O=C(Nc1cccnc1)c1cccc(-c2cc3ccccc3oc2=O)c1
    -1.2%	-16
> S=c1[nH]nc(-c2ccncc2)n1/N=C/C=C/c1ccco1
    14%*	11
> O=C(CNS(=O)(=O)c1cccs1)N1CCC2(CC1)OCCO2
    -3.9%	.
> Cc1ccc(CN2CCN(/N=C/C(Br)=C\c3ccccc3)CC2)cc1
    -3.2%	0
> COc1ccc(S(=O)(=O)Nc2ccccn2)cc1OC
    0.6%	1
> CC(NC(=O)C1C(=O)N(CCO)C2(C)CC1c1ccccc1O2)c1ccccc1 (stereo not given)
    3.8%	0
> COc1ccccc1NS(=O)(=O)c1cccc(C(=O)NN=C2CCCC2)c1
    0.6%	-12
> CN(CCO)c1ncnc2c1sc1nc(N3CCOCC3)c3c(c12)CCC3
    -2.5%	-5
> O=C(O)CCC(=O)N1CCCC1
    -3.1%	-9
> COc1ccc(CC(=O)NCc2n[nH]c(=S)n2-c2ccccc2)cc1
    -2.0%	.
> c1ccc(CSc2nnnn2-c2ccc3c(c2)OCCO3)nc1
    -5.6%	12
> O=C(Cn1ccc2ccccc2c1=O)N1CCN(c2cccc(Cl)c2)CC1
    2.1%	-5
> COC(=O)c1sccc1NC(=O)/C=C/c1c(Cl)cccc1Cl
    0.3%	.
> CCO/N=C(/C)c1c(O)cc(-c2ccccc2)n(-c2ccccc2)c1=O
    3.1%	-3
> Cc1cc(/C=C2\SC(=S)N(C)C2=O)c(C)n1-c1ccc(O)cc1
    6.8%	-14
> CN1CCC(OC(=O)c2ccco2)CC1
    -7.0%	8
> CC(C)CCSc1nnc(Cn2c(=O)sc3ccccc32)n1C
    1.0%	-14
> COc1ccc(Nc2ccc(C(=O)O)cc2[N+](=O)[O-])cc1
    2.8%	1
> COc1ccc(CCN2C(=O)c3ccncc3C2=O)cc1OC
    -5.0%	22
> NCCCC[C@H]1NC(=O)[C@H](CCC(=O)O)NC(=O)c2cc([N+](=O)[O-])cc(I)c2OCC[C@@H](C(N)=O)NC1=O
    3.1%	.
> COC(=O)c1cc(C(=O)c2cc(Cl)ccc2O)coc1=N
    8.2%	-7
> Cc1cccc(N2C(=O)CC(N3CCN(c4ccccc4)CC3)C2=O)c1 (stereo not given)
    2.9%	.
> Cc1nc2sc3c(c2c(=O)[nH]1)CCC3
    -3.7%	.
> COc1ccccc1OCCNC(=O)c1cc([N+](=O)[O-])cc([N+](=O)[O-])c1
    -1.4%	.
> O=C(NCc1ccc(Cl)cc1Cl)C1CC(=O)N(Cc2ccccc2)C1 (stereo not given)
    1.3%	-6

Gathered by group: the compounds so far with bromine (three)
Fields: GlmU inhibition	Mtb RmlCD inh
> COc1ccc(Br)cc1CN1CCCC(C(=O)N2CCCCC2)C1 (stereo not given)
    0.5%	-6
> O=C(COc1ccc(Br)cc1)N/N=C1/SCC(=O)N1Cc1ccccc1
    -0.9%	6
> Cc1ccc(CN2CCN(/N=C/C(Br)=C\c3ccccc3)CC2)cc1
    -3.2%	0

Shown as tab-separated lines: 5 of the compounds above.
smiles	GlmU inhibition	Mtb RmlCD inh
CCc1cccc(C)c1NC(=O)COn1nnc2ccc(C(F)(F)F)cc21	7.1%	.
CCOC(=O)N1CCC(Nc2c(NCCN3CCN(c4ccccc4F)CC3)c(=O)c2=O)CC1	1.6%	.
Cc1ccc(O)c(NC(=O)CSc2ccc(Cl)cc2)c1	1.6%	-12
Nc1ncccc1OCc1ccc(Cl)c(Cl)c1	-2.0%	-3
O=C(COc1ccc(Br)cc1)N/N=C1/SCC(=O)N1Cc1ccccc1	-0.9%	6

Another view of part of the listing above:
Molecule	GlmU inhibition	Mtb RmlCD inh
O=C(O)CCC(=O)N1CCCC1	-3.1%	-9
COc1ccc(CC(=O)NCc2n[nH]c(=S)n2-c2ccccc2)cc1	-2.0%	.

Additional compounds:
Fields: GlmU inhibition	Mtb RmlCD inh
> O=C(CCCCn1c(=O)[nH]c2ccccc2c1=O)N1CCN(c2cccc(C(F)(F)F)c2)CC1
    1.1%	6
> Cc1ccc(NC(=O)c2ccc(Oc3ncccn3)cc2)cc1
    -8.1%	7
> CCc1ccc(CNC(=O)C(=O)NCC2CCCO2)cc1 (stereo not given)
    3.0%	-6
> CCCOc1ccccc1C1CC(=O)NC2=C1C(=O)CCC2 (stereo not given)
    -4.0%	-8
> COc1ccc(-c2nnc(NC(=O)c3cccs3)s2)c(OC)c1
    1.0%	10
> CCCCOC(=O)c1cccnc1
    0.0%	-6
> Cc1c(C(=O)NCc2ccccn2)sc2nc(-c3ccccc3)cn12
    -8.1%	5
> CCOc1ccc(-n2cnnn2)cc1S(=O)(=O)Nc1c(C)cccc1C
    8.6%	8
> COC(=O)c1cccc(CN2C(=O)SC(Nc3ccc(C)cc3)C2=O)c1 (stereo not given)
    -0.6%	-8
> COc1ccc(OC)c(C(=O)c2nc3c(n2O)CCCCC3)c1
    1.9%	.
> COc1ccc(CC[n+]2cc(/N=C(\C)[O-])on2)cc1OC
    1.6%	-3
> O=C(c1ccc2c(c1)OCCO2)C1CCN(S(=O)(=O)c2ccccc2F)CC1
    -6.5%	-6
> Cc1ccc2c(c1)N(CC(=O)OC(CC(C)C)C(=O)NC1CCCC1)C(=O)CO2 (stereo not given)
    6.2%	.
> CC(Oc1ccc(Cl)cc1Cl)C(=O)NCCCCc1ccccc1 (stereo not given)
    -1.2%	4
> O=c1c2c(n3nnnc3n1-c1ccccc1)-c1ccccc1CC21CCCC1
    0.9%	68
> O=C(CCCl)N(Cc1nc2ccccc2c(=O)[nH]1)Cc1cccs1
    3.5%	-2
> CC(=O)O[C@@H]1[C@@]2(C)O[C@H]2CC[C@]23O[C@H]2[C@H](OC3=O)C2=C(C)C(=O)O[C@@]21O
    0.7%	.
> COc1ccc(C(=O)Nc2ccccc2N2CCN(C(=O)C(C)C)CC2)cc1Cl
    -5.8%	2
> O=C(COc1ccc(Cl)cc1)Nc1cnn(Cc2c(Cl)cccc2Cl)c1
    -2.6%	.
> COc1ccc(OC)c(S(=O)(=O)Nc2ccccc2SC)c1
    4.6%	.
> O=c1cc(CCl)nc2sc3ccccc3n12
    -0.1%	7
> Cc1ccc(CNC(=O)c2ccc3c(=O)n(CC4CCCO4)c(=S)[nH]c3c2)cc1 (stereo not given)
    -2.9%	6
> CC(=O)c1ccc(-n2c(=O)[nH]c(=O)c3c(N)c(C(=O)c4ccc(Cl)cc4)sc32)cc1
    1.3%	.
> Cc1cccc2nc(COc3ccc4ccccc4c3Br)cn12
    -0.2%	.
> Cc1ccc(C(=O)Nc2sc(C)c(C)c2C(=O)c2ccccc2)cc1
    3.4%	.
> CC(C)(C)C1CCc2sc(C(=O)NNC(=O)CCl)cc2C1 (stereo not given)
    7.8%	1
